JMJD2A Tudor = qHTS Assay for Inhibitors of JMJD2A-Tudor Domain; Potency, µM (titrated, usually from 114 µM), for inactives: at the top dose activity change, negative = inhibition, most hits filed as inhibitors; AlphaScreen JMJD2A-Tudor / H3K4me3 peptide binding; actives 4.4% (n = 390,000); further: potency means the concentration at half of the fitted maximal effect; on the % scale 0 is the no-effect control and ±100 the full control effect; nearly all actives have a fitted effect of over 50% in size
HP1b binding inh = HTS for Inhibitors of HP1-beta Chromodomain Interactions with Methylated Histone Tails; AlphaScreen HP1-beta / biotin-H3K9me3 peptide binding; Potency, µM (series often up to 114 µM), for inactives: at the top dose activity change, negative = inhibition, actives largely listed as inhibitors; actives 0.56% (n = 390,000); AID 540317, 2011; further: potency means the concentration at half of the fitted maximal effect; nearly all actives have a fitted effect of over 70% in size; inactives centre near 23
Target sequence (P83916 whole entry, looked up): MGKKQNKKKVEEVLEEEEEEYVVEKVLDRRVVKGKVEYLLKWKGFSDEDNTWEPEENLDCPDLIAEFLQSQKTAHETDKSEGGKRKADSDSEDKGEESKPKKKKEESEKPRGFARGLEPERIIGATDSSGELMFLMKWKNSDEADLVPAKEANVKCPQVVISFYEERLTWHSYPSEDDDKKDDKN
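AlphaScreen: HP1-beta (50 nM) preformed 30 min with biotin-H3(1-18)K9me3 peptide (50 nM) in PBS pH 7.4, 0.01% Tween-20. Compound added for 30 min at RT, then streptavidin donor/nickel chelate acceptor beads (10 ug/mL) for 30 min.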
ERG-DNA inh = qHTS for Small Molecule Inhibitors of the ERG Ets/DNA interaction; Transcriptional regulator ERG (Homo sapiens), P11308; fluorescence polarization, His-ERG Ets domain / labelled DNA; Potency, µM (series often up to 76.9 µM), inactives show at the top dose FP activity, negative = inhibition, usual class: inhibitors; actives 0.028% (n = 370,000); AID 624246, 2012; active means well fitted inhibition curve with a large enough effect in the polarisation, with a control signal flat; inconclusive means small, poorly fitted or top-dose-only effect, or effect the other way, or a change in a side signal; inactive means no such curve, though single readings can be large or run the other way; the % refers to the polarisation;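 further: polarization taken with two DNA probes labelled with fluorescein and Texas red; potency means the concentration at half of the fitted maximal effect; % of control where 0% means no effect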
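His-tagged ERG Ets domain (1 uM in the protein solution; 300mM KCl, 50mM Tris-HCl, 1mM EDTA, 1mM DTT, pH 7.5) received compound, then a probe mix of 5 nM fluorescein-DNA and 100nM Texas-615-DNA. Fluorescence polarization was read for both dyes.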
GLS inhibitor = qHTS for Inhibitors of Glutaminase (GLS); Glutaminase kidney isoform, mitochondrial (Homo sapiens), O94925; GLS enzymatic activity, qHTS titration; Potency, µM (highest dose often 45.5 µM), inactives show top-dose activity change, negative = inhibition, usual class: inhibitors; actives 0.21% (n = 410,000); AID 624170, 2012; further: potency means the concentration at half of the fitted maximal effect; on the % scale 0 is the no-effect control and ±100 the full control effect
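hKGA; 45 mM KH2PO4 pH 8.2 + 0.02% Tween-20; cpd via pin tool; 1 mM Gln soln; GluOx/HRP/Amplex Red; RT 30 min; fluor. t0 & final.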
PI4K2A inh = qHTS for small molecular inhibitors of PI4K2A. activity change, negative = inhibition, % at 76.9 µM. actives 0.13% (n = 420,000). Phosphatidylinositol 4-kinase type 2-alpha (Homo sapiens), Q9BTU6. purified PI4K2A, ADP-Glo luminescence, 1 h; hits give low values; in the data active means activity change below about -50%; inconclusive means mostly about -30% to -49%;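 further: -100% = wells without enzyme as full effect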
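PI4K2A activity was measured by ADP-Glo luminescence: enzyme (4 ug/mL stock) and phosphatidylinositol (1.2 mM stock) in Tris pH 7.5/MgCl2/EGTA/Triton X-100 buffer were reacted with ATP (300 microM stock) for one hour at ambient temperature.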
Tb PGK inh = qHTS Assay to Find Inhibitors of Phosphoglycerate Kinase | PGK/GAPDH coupled, Kinase-Glo luminescence, 60 min | Potency, µM (titrated, usually from 57.5 µM), for inactives: at the highest dose activity change, negative = inhibition, usual class: inhibitors | actives 0.043% (n = 380,000) | AID 602233, 2012; further: potency means the concentration at half of the fitted maximal effect; on the % scale 0 is the no-effect control and ±100 the full control effect; nearly all actives have a fitted effect of over 60% in size
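Recombinant glycosomal PGK reaction used 1,3-bisphosphoglycerate generated in-well by GAPDH (100nM final) in 100mM TEA pH 7.6, 5mM MgCl2, 0.01% Tween-20. After 60 minutes at room temperature, ATP was read by Kinase-Glo Plus luminescence end-point.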
BAZ2B inh = qHTS Assay for Inhibitors of BAZ2B. Bromodomain adjacent to zinc finger domain protein 2B (Homo sapiens), Q9UIF8. AlphaScreen BAZ2B-H3K14Ac peptide displacement. Potency, µM (doses to about 114 µM), without a hit: at the highest dose activity change, negative = inhibition, actives largely listed as inhibitors. actives 4.4% (n = 360,000). AID 504333, 2011; further: potency means the concentration at half of the fitted maximal effect; on the % scale 0 is the no-effect control and ±100 the full control effect; nearly all actives have a fitted effect of over 60% in size
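AlphaScreen luminescence quantifies BAZ2B engagement of H3K14Ac peptide; the protein and biotinylated peptide are both at 50 nM final, buffer PBS pH 7.4 with 0.01% Tween-20, all steps at room temperature.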
G9a inh = qHTS Assay for Inhibitors of Histone Lysine Methyltransferase G9a. Histone-lysine N-methyltransferase EHMT2 (Homo sapiens), Q96KQ7. G9a H3K9 monomethylation, AlphaScreen, 2 h. Potency, µM (highest dose often 102 µM), without a hit: at the top dose activity, negative = inhibition, most hits filed as inhibitors. actives 8.8% (n = 350,000); further: potency means the concentration at half of the fitted maximal effect; on the % scale 0 is the no-effect control and ±100 the full control effect; nearly all actives have a fitted effect of over 75% in size
Target sequence (Q96KQ7 913-1193 limits assumed): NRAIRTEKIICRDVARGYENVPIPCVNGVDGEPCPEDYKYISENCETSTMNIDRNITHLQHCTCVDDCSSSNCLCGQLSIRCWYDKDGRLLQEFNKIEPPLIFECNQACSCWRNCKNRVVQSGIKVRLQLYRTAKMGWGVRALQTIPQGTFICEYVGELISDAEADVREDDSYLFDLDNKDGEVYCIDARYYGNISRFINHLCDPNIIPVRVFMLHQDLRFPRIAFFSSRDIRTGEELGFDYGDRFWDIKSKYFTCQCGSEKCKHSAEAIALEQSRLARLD
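AlphaScreen read-out: biotin-H3K9 peptide (500 nM) methylation by 20 nM enzyme with 20 uM SAM, 2 h at room temperature after 15 min compound preincubation; anti-monomethyl H3K9 antibody plus donor/acceptor beads, 10 min dark.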
Pin1 inh = qHTS Assay to Find Inhibitors of Pin1; Potency, µM (top dose mostly 115 µM), for the others: top-dose activity, negative = inhibition, most hits filed as inhibitors; Peptidyl-prolyl cis-trans isomerase NIMA-interacting 1 (Homo sapiens), Q13526; actives 0.009% (n = 390,000); AID 504891, 2011; Pin1 FP peptide displacement, HiFluor488, 10 min; active means well fitted inhibition curve with a large enough effect in the polarisation, with a control signal flat, not every such curve was filed as active; inconclusive means small, poorly fitted or top-dose-only effect, or effect the other way, or a change in a side signal; inactive means no such curve, though single readings can be large or run the other way; the % refers to the polarisation; further: potency means the concentration at half of the fitted maximal effect; on the % scale 0 is the no-effect control and ±100 the full control effect
Target sequence (Q13526 whole entry, looked up): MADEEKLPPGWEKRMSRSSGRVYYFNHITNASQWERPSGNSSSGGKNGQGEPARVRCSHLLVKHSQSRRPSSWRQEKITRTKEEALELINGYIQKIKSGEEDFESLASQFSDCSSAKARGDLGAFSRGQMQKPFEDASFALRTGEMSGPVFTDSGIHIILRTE
An asterisk follows results filed as active; i = inactive; ? = inconclusive; nt = no result given; [ ] = another dose, or the depositor's remark. Unless noted, the call rests on the fitted dose curve; in most records, active means well fitted curve in the direction sought with a large enough effect; inconclusive means small, poorly fitted or top-dose-only effect, or another doubt; inactive means no such curve, though single readings can be large; an effect the other way counts as inactive or inconclusive. Rows are unselected (roughly 11% active in at least one column).

JMJD2A Tudor	HP1b binding inh	Molecule	ERG-DNA inh	GLS inhibitor	PI4K2A inh	Tb PGK inh	BAZ2B inh	G9a inh	Pin1 inh
-10%	48%[activator]	CCCNC(=S)Nc1c(C)n(C)n(-c2ccccc2)c1=O	13%	-16%	-1	-10%	-29%	0%	1%
-21%	17%	Nc1nc(Cl)cc(N2CCOCC2)n1	-3%	3%	-5	-7%	-6%	-2%	2%
-11%	23%	CCOc1ccc(C(C)=O)cc1CSc1nnc(-c2ccoc2C)n1N	-6%	4%	-17	-9%	-30%	?	9%
-28%	61%[activator]	CCC(Cc1ccccc1)NS(=O)(=O)c1ccc2c(c1)NC(=O)C(C)S2 (centres undefined)	-12%	3%	-5	0%	-27%	15%	-5%
22µM*	?	O=[N+]([O-])c1cc(S(=O)(=O)Nc2ccccc2)ccc1Nc1ccccc1	-5%	1%	-3	-19%	nt	nt	-2%
-5%	46%[activator]	O=S(=O)(NCC(c1cccnc1)N1CCOCC1)c1ccccc1 (centres undefined)	4%	7%	-5	nt	2%	-21%	-5%
-27%	19%	COc1cc(CN2CCN(CC#Cc3ccccc3)CC2CCO)cc(OC)c1 (centres undefined)	-4%	0%	0	1%	-37%	15%	0%
-13%	2%	Cn1c(=O)c2sccc2n2c(CCCC(=O)NCCc3ccc(S(N)(=O)=O)cc3)nnc12	-7%	10%	2	-8%	-8%	3%	-1%
-18%	42%[activator]	COc1ccc(N2CCN(C(=O)CCCCCn3c(=S)[nH]c4cc5c(cc4c3=O)OCO5)CC2)cc1	1%	0%	-1	10%	-8%	73%[activator]	1%
10%	25%	Cc1ccc(-c2nn(-c3ccccc3)cc2/C=C/C(=O)Nc2nccs2)cc1	-2%	-2%	-1	i	-4%	38%[59 µM]	1%
-14%	63%[activator]	O=C(NCc1ccccc1)c1nn(-c2ccccc2)nc1CO	-3%	6%	1	i	-23%	20%[59 µM]	-2%
5.6µM*	?	O=C(NCCNC1CCC(c2ccccc2)CC1)c1ccc(F)cc1 (centres undefined)	6%	-8%	2	-1%	25µM*	?	-8%
-18%	17%	Cc1ccc(S(=O)(=O)CC(=O)Nc2nnc(C)s2)cc1	5%	-7%	0	-9%	-1%	-7%	-8%
4%	29%	CCC1CCCCN1C(=O)COc1cccc2c1CCN(C)C2=O (centres undefined)	-4%	6%	3	5%	nt	-47%	-5%
?	7%	C/C(=N\NC(=O)CCCNc1ccc(C)cc1)c1ccccn1	-2%	10%	-1	7%	56µM*	16µM*	-11%
152%[activator]	345%[activator]	CCOC(=O)C1CCN(c2nc3cc(OC)ccc3cc2C#N)CC1	-7%	-17%	5	-11%	?	0%[12.7 µM]	11%
-7%	20%	CCCOc1ccc(/C=N/NC(=O)CSCc2ccc([N+](=O)[O-])cc2)cc1OCC	-10%	2%	-2	2%	-3%	-9%	0%
-19%	16%	CCCCn1c(N)c(N(CC(C)C)C(=O)c2ccc(Br)s2)c(=O)[nH]c1=O	-5%	-3%	1	-5%	-1%	19%	0%
-22%	-14%	COc1ccccc1N1CCN(c2ncnc3onc(-c4ccc(F)cc4)c23)CC1	1%	1%	-3	i	4%[57.1 µM]	-23%[59 µM]	-22%
?	-2%	O=C(COC(=O)c1cccc(OC(F)F)c1)Nc1ncccn1	-3%	?	1	-11%	nt	nt	-16%
-12%	60%[activator]	CC(C)N(C(=O)CSc1nnc(NC(=O)c2cccs2)s1)C(C)C	11%	6%	2	i	-3%	-12%[59 µM]	9%
-12%	14%	N#Cc1ccc(OCc2noc(-c3ccsc3)n2)cc1	1%	5%	0	i	5%	28%	-1%
-5%	19%	O=C(CSc1nc(-c2ccc(F)cc2)[nH]c1-c1ccccc1)Nc1ccccc1	15%	-6%	-4	-1%	-3%	-2%[59 µM]	?
0%	-11%	O=C(COC(=O)c1cccc(F)c1)Nc1cccnc1Cl	-18%	-3%	2	i	nt	8%	-6%
-3%	50%[activator]	CCc1ccccc1N1CN(Cc2ccco2)CNC1=S	-7%	0%	-2	-7%	-14%	-28%	1%
-6%	15%	COCCNC(=O)c1ccccc1-c1nc(-c2ccccc2OC)no1	4%	-9%	-6	i	3%	2%[12.7 µM]	1%
-15%	25%	Cc1ccc(S(=O)(=O)N2CCCCC2)cc1NC(=O)CSc1nnc(C2CC2)n1C	-2%	-2%	1	-4%	nt	nt	-1%
-27%	26%	O=C(CSc1nc2ncccc2[nH]1)NCc1ccco1	4%	-4%	-3	-4%	?	?	-9%
-7%	14%	O=C(O)c1ccc(N/N=C/c2ccc(-c3ccc(Cl)cc3Cl)o2)cc1	-2%	22%	1	-4%	?	?	?
1%	53%[activator]	CCNC(=S)NCCN1CCCCC1	4%	11%	-9	4%	-3%	-10%	0%
?	?	COc1ccc(/C=C2/SC(=S)N(NS(=O)(=O)c3ccc(C)cc3)C2=O)cc1	12%	8%	0	-13%	40µM*	?	?
-23%	23%	Cc1ccc(NC(=O)CN2C(=O)CCS(=O)(=O)c3ccccc32)cc1Cl	-4%	-8%	1	-6%	-12%	14%	0%
-6%	35%[activator]	O=C(COC(=O)c1ccc(F)c(S(=O)(=O)N2CCOCC2)c1)NC1CCCCC1	-1%	-3%	-1	2%	-4%	?	-7%
-25%	16%	COc1cc(OC)c(OC)cc1/C=N/NC(=O)c1cccc(S(=O)(=O)N2CCOCC2)c1	?	3%	-2	10%	-27%	?	4%
-22%	17%	COc1ccc(/C=C/c2c(-c3ccc(OC)cc3)sc3ccc(N4CCOCC4)cc23)cc1	11%	3%	-1	1%	-32%	-20%	4%
-9%	13%	Cc1ccc(NC(c2ccc(Cl)cc2)c2nnc(-c3cccc(F)c3)o2)cc1C (centres undefined)	7%	2%	0	-4%	-30%	-12%[59 µM]	-9%
11%	68%[activator]	CC(C)(C)C1=NN(C(=O)c2ccccc2)C(O)(C(C)(C)C)C1 (centres undefined)	7%	10%	-3	0%	-4%	0%[59 µM]	-1%
-26%	-6%	O=C(CCCOc1ccc(Cl)cc1Cl)N/N=C/c1ccco1	12%	-14%	0	-6%	?	-3%	2%
-4%	42%	CCOc1ccc(CCNC(=O)c2ccc(C)c(-n3c(C)nc4cccnc43)c2)cc1OCC	1%	-3%	2	i	-9%	2%[59 µM]	-4%
-2%	17%	CCCCCCC(=O)Nc1ccc(Cl)cn1	-1%	-4%	0	-6%	-1%	22%[59 µM]	3%
-18%	31%	Cc1ccc2cc3cc(C(=O)NCc4ccc5c(c4)OCO5)oc3nc2c1	-2%	-12%	-6	1%	-7%	-22%	30%[activator]
-4%	41%[activator]	COc1ccc(CCNC(=O)c2ccc(OC)c(OC)c2)cc1OC	0%	8%	-2	0%	-21%	?	4%
-9%	46%[activator]	CCn1c(SCC(=O)Nc2ccc(OC)cc2)nc2nc3c(cc2c1=O)COC(C)(C)C3	20%	6%	-1	2%	-13%	5%	5%
-9%	12%	CC(C)CC(=O)Nc1ccc(C(=O)NN2C(=O)c3ccccc3C2=O)cc1	-16%	13%	2	5%	-4%	-8%	0%
?	-21%	CCOc1ccc(/C=C(\C#N)C(=O)c2c(C)[nH]c3ccccc23)cc1OC	12%	-18%	1	0%	?	?	-4%
45µM*	-47%	Cc1ccc(C(=O)C2CCN(CC(=O)Nc3ccc(N(C)C)cc3)CC2)cc1	-8%	76%[activator]	-3	-10%	-79%	40µM*	-16%
-3%	41%[activator]	Cc1ccc2cc(CN(CC(C)C)S(=O)(=O)c3cccc4nonc34)c(=O)[nH]c2c1	-4%	-6%	-1	3%	-20%	20%	48%[activator]
-30%	28%	CCOc1ccc(OCC)c(NC(=O)c2cnn(-c3ccc(F)cc3)c2-n2cccc2)c1	0%	3%	-1	2%	-15%	-12%[59 µM]	-2%
65%[activator]	136%[activator]	Cc1cc(C)n(C(=O)CCCCCCCCC(=O)n2nc(C)cc2C)n1	5%	8%	1	-3%	33%	77%[activator]	-2%
14%	45%[activator]	COC(=O)[C@H](CC(C)C)N(Cc1ccccc1)S(=O)(=O)N(Cc1ccc(OC)cc1)[C@@H](CC(C)C)C(=O)OC	-8%	-1%	-4	-1%	nt	nt	2%
-24%	25%	O=C(O)c1cc(S(=O)(=O)NCCN2CCNC2=O)ccc1O	-4%	12%	2	0%	-8%	nt	1%
2%	35%	Cc1nc2ncnn2c(C)c1Cc1cccc(F)c1	1%	27%	186	5%	2%	1%	-3%
0%	25%	COc1ccc(/C(N)=N/OC(=O)c2ccc(C)c([N+](=O)[O-])c2)cc1OC	-3%	-3%	17	-5%	0%	-41%[59 µM]	-7%
